# Screening results as filed in PubChem BioAssay.
# FBW7 act: FBW7 E3 ligase activators, primary screen, biochemical, AlphaScreen, human | F-box/WD repeat-containing protein 7 (Homo sapiens), Q969H0 | AlphaScreen FBW7–phospho-cyclin E peptide binding, activator screen | normalized activity (activation), % at 26.1 µM | hit rate 0.13% among 650,000 | AID 1259310, 2017; in the data active = normalized activity above about 1.9%;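 note: purified mutant Fbw7 with reduced substrate affinity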
# MITF inh: MITF inhibitors, primary screen, biochemical, AlphaScreen, human; inhibition, % at 2.6 µM; Microphthalmia-associated transcription factor (Homo sapiens), O75030; AlphaScreen MITF homodimerization, bead proximity signal; hit rate 0.91% among 650,000; in the data active = inhibition above about 50%;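 note: 0% = vehicle wells with protein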
# Target sequence (O75030 whole entry, looked up): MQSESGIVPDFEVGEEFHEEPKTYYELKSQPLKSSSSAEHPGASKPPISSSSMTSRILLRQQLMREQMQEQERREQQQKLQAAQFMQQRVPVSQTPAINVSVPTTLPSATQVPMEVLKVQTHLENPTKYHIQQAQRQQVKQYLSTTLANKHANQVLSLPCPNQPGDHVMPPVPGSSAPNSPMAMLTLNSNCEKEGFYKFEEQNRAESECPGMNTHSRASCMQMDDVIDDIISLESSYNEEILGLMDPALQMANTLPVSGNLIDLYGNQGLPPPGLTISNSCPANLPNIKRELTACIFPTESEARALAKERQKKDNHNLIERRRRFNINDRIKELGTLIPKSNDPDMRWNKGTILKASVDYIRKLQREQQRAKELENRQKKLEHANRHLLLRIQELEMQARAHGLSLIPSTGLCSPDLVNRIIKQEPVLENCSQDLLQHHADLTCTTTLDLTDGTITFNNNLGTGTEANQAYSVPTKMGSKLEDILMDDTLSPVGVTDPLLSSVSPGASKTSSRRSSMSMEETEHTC
# GPR151 ag: activators of human GPR151, primary screen, cell-based, PathHunter beta-arrestin, luminescence. AID 1508602, 2020. G-protein coupled receptor 151 (Homo sapiens), Q8TDV0. PathHunter beta-arrestin GPR151 cells. hit rate 1% among 650,000. activation, % at 11.2 µM; in the data active = activation above about 4.9%;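 note: 0% = median of compound wells and 100% = cells with positive control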
# Target sequence (Q8TDV0 whole entry, looked up): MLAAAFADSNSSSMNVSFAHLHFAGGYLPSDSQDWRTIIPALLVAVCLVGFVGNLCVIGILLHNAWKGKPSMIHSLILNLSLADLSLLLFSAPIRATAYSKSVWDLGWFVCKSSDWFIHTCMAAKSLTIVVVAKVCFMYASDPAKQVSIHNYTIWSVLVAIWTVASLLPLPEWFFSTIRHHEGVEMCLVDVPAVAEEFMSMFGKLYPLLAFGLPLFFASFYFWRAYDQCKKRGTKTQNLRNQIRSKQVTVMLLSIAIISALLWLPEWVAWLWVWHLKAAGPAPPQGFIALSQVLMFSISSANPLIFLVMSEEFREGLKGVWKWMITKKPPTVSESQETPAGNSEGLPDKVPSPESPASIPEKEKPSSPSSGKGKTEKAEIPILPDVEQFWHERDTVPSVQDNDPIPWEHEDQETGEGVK
# TEAD-YAP block: TEAD-YAP interaction inhibition, primary screen, TEAD-YAP interaction inhibitor project, luminescence, HEK-TIYL cells | inhibition, % at 9.12 µM | TEAD-Gal4/YAP UAS-luciferase luminescence | hit rate 1.4% among 640,000 | AID 1259422, 2018; in the data active = inhibition above about 32%;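 note: 0% = median of test compound wells and 100% = reference inhibitor wells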
# The depositor's hits bear a star; & = joins results of further samples.
SMILES,FBW7 act,MITF inh,GPR151 ag,TEAD-YAP block
CCCn1c(=O)c2ccc(C(=O)NC3CCCC3)cc2n2c(SCC(=O)NC(C)C)nnc12,0.4,13,-0.9,2
CCCc1nnsc1C(=O)NCCn1ccnc1C,-0.1,-8,0.8,11
C(=C\c1nn2c(-c3ccccc3)nnc2s1)/c1ccccc1,0.1,3,2.2,-35
Cc1nc(-n2nc(-c3cccs3)cc2NC(=O)c2ccccc2F)[nH]c(=O)c1Cc1ccccc1,0.1,10,0.0,-5
CNC(=S)N1CCN(c2cc(Cl)ccc2C)CC1,-0.2,-6,-1.2,13
C=CCc1ccccc1OCCCCN1CCOCC1,-0.1,24,1.5,-4
CCCCC(=O)Nc1cc(OC)c(OC)cc1C(=O)O,2.2*,-1,1.3,5
Cc1ccc(NC(=O)N[C@H]2C[C@H]3C(=O)N[C@@H](Cc4ccc(Cl)cc4)C(=O)N3C2)cc1Cl,0.0,0,-0.3,3
Cc1sc2ncn(CC(=O)Nc3cccc(C(F)(F)F)c3)c(=O)c2c1C,-0.1,15,0.5,-24
Cc1ccc2nc(/C(C#N)=C/c3ccc(-c4cc([N+](=O)[O-])ccc4Cl)o3)[nH]c2c1,0.9,26,-0.5,-4
O=C(Cc1ccccc1)Nc1cnn(-c2cccc(C(=O)Nc3ccc(Cn4cncn4)cc3)c2)c1,0.2,7,-0.4,0
COc1ccccc1N1CCN(c2nc(C)nc3sc4c(c23)CCCC4)CC1,0.2,1,-0.6,8
CC1CCc2c(sc(NC(=O)C(C)N3C(=O)c4ccccc4C3=O)c2C(N)=O)C1 (stereo not drawn),-0.1,11,0.4,12
O=C(CSc1nnc(CNC(=O)c2ccc(F)cc2)o1)c1ccc(Cl)cc1,0.4,14,0.2,11
Cc1sc2nc3c4ccccc4c(NCCO)nn3c(=O)c2c1C,0.1,20,0.4,5
O=[N+]([O-])c1ccc(Cl)c2c1C1C=CCC1C(c1ccccn1)N2 (stereo not drawn),-0.6,9,5.1*,-5
Cc1ccc(N=CC2=C(O)CC(c3ccc(Cl)cc3)CC2=O)cc1 (stereo not drawn),-0.1,8,1.1,12
O=C(CN1CCC(NC(=O)c2cccc(F)c2)CC1)Nc1ccccc1F,0.1,6,0.2,10
Cc1cccc(C(=O)NCc2ccccc2)c1,0.0,-15,-2.5,-25
C/C(=N/NC(=O)c1cc(C(C)C)[nH]n1)c1ccc(Br)cc1,0.0,3,0.3,-10
CCCCOc1ccc(C(=O)N/C(=C\c2ccco2)C(=O)NCCc2c(C)[nH]c3ccccc23)cc1,0.0,8,-0.5,12
COc1ccccc1NC(=O)N(CCO)Cc1cc2cc3c(cc2[nH]c1=O)OCCO3,0.0,4,1.3,-2
COc1ccc(Nc2ccn3ncc(-c4ccccc4)c3n2)cn1,0.0,-8,0.3,6
CN(C)S(=O)(=O)Nc1ccc(OCc2ccccc2)cc1,1.9*,12,-1.4,-23
NC(=O)c1ccccc1CCc1ccccc1,0.2,11,-0.2,-10
CCOC(=O)c1ccccc1NC(=O)CN1CCN(Cc2nc3ccccc3[nH]2)CC1,-0.3,0,0.1,4
COc1cccc(NC(=O)C(=O)NCC2CCCN2S(=O)(=O)c2cccs2)c1 (stereo not drawn),-0.1,-3,-3.2,-66
Cc1ccc(S(=O)(=O)N2N=C(c3ccccc3)CC2c2ccc(Br)cc2)cc1 (stereo not drawn),1.2,15,0.5,-9
CC(C)N(Cc1c(O)ccc2c(=O)c(-c3ccc(Cl)cc3)coc12)C(C)C,-0.2,-3,-1.4,-1
N/C(=C\C(=O)c1cccc([N+](=O)[O-])c1)CO,-0.2,4,-0.6,5
CCC(C(=O)N1CCCC1)n1c(C(=O)OC)cc2sccc21 (stereo not drawn),-0.2,2,0.6,2
CCc1ccc(S(=O)(=O)Nc2ccc(N3CCCCC3=O)cc2)s1,0.0,2,0.1,1
O=C(CN1CCN(S(=O)(=O)c2ccc(Cl)cc2)CC1)Nc1ccc(F)c(F)c1,0.0,-6,0.5,-5
c1ccc2c(c1)OCC(CSc1nnc(-c3ccc4c(c3)OCO4)o1)O2 (stereo not drawn),0.6,-6,-2.3,-6
CC1(C)CC(O)CC(C)(C)N1CC(O)COc1ccc(Br)cc1Br (stereo not drawn),-0.1,-2,2.8,18
O=C(Nc1ccon1)c1cccn(OCc2ccccc2F)c1=O,0.0,-11,-1.0,8
COc1cc(C2NC(=O)NC(C)=C2C(=O)OCCc2ccccc2)cc(Br)c1O (stereo not drawn),0.2,1,-0.5,4
Cc1ccc(C)c(NCN2C(=O)C3CC=C(Cl)CC3C2=O)c1 (stereo not drawn),0.0,-2,0.2,0
COc1cccc(C(=O)NCC2Cc3cccc(-c4nc(C)cnc4C)c3O2)c1OC (stereo not drawn),0.4,-10,0.9,-7
Nc1cc(Cl)ccc1C(=O)OCC(=O)Nc1ncc(C(F)(F)F)cc1Cl,0.1,0,-0.5,7
CCS(=O)(=O)N1CCC(C(=O)NCc2cc(Br)ccc2OC)CC1,0.2,-8,1.4,-4
O=C(Nc1ccc(S(=O)(=O)N2CCCCCC2)cc1)C1CCCO1 (stereo not drawn),0.1,0,0.1,3
CCOCCn1cnc2sc(C(=O)Nc3ccc(C)c(F)c3)c(C)c2c1=O,-0.1,6,1.5,-19
CCN(CC)c1ccc(/C=N/NC(=O)CNc2ccc(Br)cc2)cc1,0.0,0,-1.3,9
Cn1cc(CCC(=O)N2CCN(c3ccccn3)CC2)c2ccccc21,0.1,-9,0.1,0
CCCCCOC(=O)c1ccc2c(c1)C(=O)N(c1ccc(Cl)c(Cl)c1)C2=O,-0.1,1,-1.0,4
CCOc1cc(C(=O)Nc2c3c(nn2-c2ccc(OC)cc2)CSC3)cc(OCC)c1OCC,0.2,10,-0.8,8
COc1ccc(C(c2ccc(OC)cc2)N(NC(=O)C(O)(c2ccc(OC)cc2)c2ccc(OC)cc2)C(C)=O)cc1,0.1,1,0.6,12
O=C(Nc1cccc2ccccc12)c1ccc([N+](=O)[O-])cc1,0.0,-8,1.7,-17
c1ccc(C(c2nnnn2Cc2ccco2)N2CCN(c3ccccc3)CC2)cc1 (stereo not drawn),0.0,1,0.4,-7
Cc1cc(N2CCOCC2)nc([S+]2CCCC2)n1,0.2,-5,4.4,-5
CC(NC(=O)NC(=O)CCl)C1CC2CCC1C2 (stereo not drawn),0.1,9,-0.8,-7
CCOc1c(C)cnc2c1c(=O)n(CC(=O)Nc1ccc(Cl)cc1)c(=O)n2C,0.1,3,-1.1,1
CC(NC(=O)CNC(=O)OCc1ccccc1)C(=O)NCC(=O)O (stereo not drawn),-0.1,-10,1.4,15
Cc1ccc(-c2cncc(-c3cc(NCc4cnc(C)cn4)nc(C)n3)c2)cc1,0.1,5,0.6,15
O=C1NN(c2ccc(I)cc2)C(=O)/C1=C\c1ccc(F)cc1,0.3,14,0.0,-2
CC(=O)NC1(c2ccccc2)CCN(CC(=O)NC2CC2)CC1,0.1,6,-0.1,3
CCOC(=O)c1nn(-c2ccccc2)c(=O)c2c(N)c(C#N)c(-c3ccc(OC)cc3)cc12,0.5,10,2.5,6
Cc1nc2sc3c(c2c2nnc(SCC(=O)O)n12)CCCC3,0.1,-9,0.8,4
O=C(O)CCNC(=O)COc1ccccc1,0.0,2,0.1,-2
# Additional structures follow:
SMILES,FBW7 act,MITF inh,GPR151 ag,TEAD-YAP block
NS(=O)(=O)c1ccc(NC(=S)Nc2ccc(Br)c(Cl)c2)cc1,-0.1,15,1.3,-4
O=C(Nc1cc(F)ccc1F)C1(c2cc(-c3cccs3)on2)CC1,0.1,5,0.4,-1
Cc1cc(O)c(CN2CCN(S(=O)(=O)c3ccccc3[N+](=O)[O-])CC2)cc1C(C)C,0.0,-4,0.2,8
Cc1c(C(=O)Nc2ccc(C(F)(F)F)cc2)sc2ncnc(N3CCCCC3)c12,0.1,-3,0.7,5
O=C(Nc1c(C(=O)c2ccc3c(c2)OCO3)oc2ccccc12)c1ccco1,0.5,1,-1.3,6
Cc1cccc(NC(=O)CSc2nnc(NC(=O)C(C)C)s2)c1,-0.1,10,1.3,4
NC(=S)N/N=C/c1ccccc1Cl,-0.3,-5,-0.1,4
Cc1ccc(/C=C(\C#N)C(=O)Nc2ccc(Cl)c(Cl)c2)o1,-0.1,8,0.4,-9
CCn1c(=O)n(CCC#N)c2cccnc21,0.1,21,-0.2,-6
COc1ccc(Br)cc1/C=C1N=C(/C=C/c2ccc(Cl)cc2Cl)OC\1=O,0.0,11,1.2,5
CC1=C(C(=O)O)N2C(=O)[C@@H](NC(=O)[C@H](N)c3ccccc3)[C@H]2SC1,-0.1&1.4,6&6,2.7&-0.1,5
COc1ccccc1NC(=S)N(CCN1CCCCCC1)Cc1ccco1,-0.1,-1,-1.4,-3
Cc1nnc(SCC(=O)N(CC(C)C)C2CCS(=O)(=O)C2)s1 (stereo not drawn),-0.1,-1,0.2,-3
O=C(Nc1ccccc1O)c1cccc(S(=O)(=O)N2CCCCC2)c1,1.1,14,-0.3,5
COC(=O)COc1ccc2c(=O)c(Oc3ccc(F)cc3)c(C)oc2c1,0.0,5,0.7,4
COc1cccc(C(=O)NCc2nnc(SCC(=O)N3N=C(c4cccs4)CC3c3ccc(C)cc3)n2-c2cccc(C)c2)c1 (stereo not drawn),-0.1,-8,0.7,-10
Cc1cc(C)nc(SCc2cc(=O)c(OC(=O)c3ccc(C)c(C)c3)co2)n1,0.0,-16,-1.5,-18
Cc1cccc(NC(=O)c2ccc(S(=O)(=O)N3CC(C)OC(C)C3)cc2)c1C (stereo not drawn),-0.1,0,-0.9,0
CCOc1ccc(C(=O)Nc2ccc(Cc3ccncc3)cc2)cc1Cl,-0.2,-9,1.0,-6
O=C(Nc1ccccc1C(=O)c1ccccc1)c1ccc(Nc2nc(-c3ccccc3)c3cc(Cl)ccc3n2)cc1,-0.1,-3,8.5*,-1
COC(=O)CN(c1cccc(C)c1)S(=O)(=O)c1ccccc1,-0.1,1,1.9,-1
O=C(N1CCN(c2ccc(F)cc2)CC1)N1c2ccccc2Sc2ccccc21,-0.1,-4,-0.9,2
N#CCCCn1c(-c2nonc2N)nc2ccccc21,0.3,8,1.1,3
CCc1ccc(/C=N/NC(=O)c2nnn(-c3nonc3N)c2CN(C)C)cc1,0.1,1,0.0,-17
CN=C1SC(C(=O)Nc2ccccc2F)CC(=O)N1C (stereo not drawn),-0.1,-5,-1.6,1
CC(=O)N1CC(C)Oc2cc(S(=O)(=O)N3CCCc4ccccc43)ccc21 (stereo not drawn),-0.1,4,-0.3,9
Nc1ccc(C(=O)NCCCSc2ccccc2)cc1[N+](=O)[O-],-0.1,6,0.3,-13
O=C(Nc1ccc2c(c1)OCO2)c1cccc(N2CCN(Cc3ccc4c(c3)OCO4)CC2)n1,-0.5,33,-0.4,2
CCOc1ccc(NC(=O)N2CCCC2C(=O)NCc2cccs2)cc1 (stereo not drawn),0.1,-13,-0.6,-36
COc1ccc([N+](=O)[O-])cc1NC(=O)C(C)N(c1ccc(C)c(C)c1)S(C)(=O)=O (stereo not drawn),0.6,9,-0.8,9

# Twelve consecutive entries from above:
SMILES,FBW7 act,MITF inh,GPR151 ag,TEAD-YAP block
COc1cccc(C(=O)NCc2nnc(SCC(=O)N3N=C(c4cccs4)CC3c3ccc(C)cc3)n2-c2cccc(C)c2)c1 (stereo not drawn),-0.1,-8,0.7,-10
Cc1cc(C)nc(SCc2cc(=O)c(OC(=O)c3ccc(C)c(C)c3)co2)n1,0.0,-16,-1.5,-18
Cc1cccc(NC(=O)c2ccc(S(=O)(=O)N3CC(C)OC(C)C3)cc2)c1C (stereo not drawn),-0.1,0,-0.9,0
CCOc1ccc(C(=O)Nc2ccc(Cc3ccncc3)cc2)cc1Cl,-0.2,-9,1.0,-6
O=C(Nc1ccccc1C(=O)c1ccccc1)c1ccc(Nc2nc(-c3ccccc3)c3cc(Cl)ccc3n2)cc1,-0.1,-3,8.5*,-1
COC(=O)CN(c1cccc(C)c1)S(=O)(=O)c1ccccc1,-0.1,1,1.9,-1
O=C(N1CCN(c2ccc(F)cc2)CC1)N1c2ccccc2Sc2ccccc21,-0.1,-4,-0.9,2
N#CCCCn1c(-c2nonc2N)nc2ccccc21,0.3,8,1.1,3
CCc1ccc(/C=N/NC(=O)c2nnn(-c3nonc3N)c2CN(C)C)cc1,0.1,1,0.0,-17
CN=C1SC(C(=O)Nc2ccccc2F)CC(=O)N1C (stereo not drawn),-0.1,-5,-1.6,1
CC(=O)N1CC(C)Oc2cc(S(=O)(=O)N3CCCc4ccccc43)ccc21 (stereo not drawn),-0.1,4,-0.3,9
Nc1ccc(C(=O)NCCCSc2ccccc2)cc1[N+](=O)[O-],-0.1,6,0.3,-13

# Next part.
SMILES,FBW7 act,MITF inh,GPR151 ag,TEAD-YAP block
O=[N+]([O-])c1ccc(O)c(/C=N/Nc2nnc3c(n2)[nH]c2ccc(Br)cc23)c1,0.1,3,3.8,4
CN(Cc1ccccc1)C(=S)Nc1cccnc1,0.7,3,-0.6,-3
COc1cccc(NC(=O)N2CCCN(Cc3nc4ccccc4[nH]3)CC2)c1,0.1,6,1.0,-5
COc1ccc(CCNC(=O)CCCn2c(SCC(=O)NCCc3ccc(S(N)(=O)=O)cc3)nc3ccccc3c2=O)cc1OC,0.2,11,-0.6,10
Cc1cc(S(=O)(=O)NCC(c2ccco2)S(=O)(=O)c2cccs2)ccc1F (stereo not drawn),0.6,19,2.0,8
COc1ccc(CCC(=O)NCCCN2CCN(c3ccccc3)CC2)cc1,0.1,13,3.9,12
